GAA glycogen = alters human alpha-glucosidase cleavage of glycogen; P10253; recombinant GAA, glycogen substrate, Amplex Red glucose oxidase fluorescence; Potency, µM (highest dose often 76.4 µM), inactives show at the top dose activity change, negative = inhibition, usual class: inhibitors; hit rate 0.38% among 300,000;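 also: 0% = full enzyme reaction and -100% = no-enzyme basal signal; the screen sought inhibitors and activators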
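Natural-substrate format: glycogen cleavage by 4 nM human enzyme, glucose read by Amplex Red coupling (Ex 573, Em 610 nm). Normalized to enzyme and no-enzyme controls.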
Tau fibril FP = tau fibrillization inhibition (FP) | P10636 | K18 P301L tau heparin fibrillization, Alexa594 FP, 6 h | Potency, µM (series often up to 57.7 µM), inactives show at the highest dose activity, negative = inhibition, most hits filed as inhibitors | hit rate 0.39% among 280,000; also: % is scaled to controls: 0 for no effect and ±100 for the full control effect; nearly all actives have a fitted effect of over 55% in size
Target sequence (P10636 561-689 P618L limits assumed): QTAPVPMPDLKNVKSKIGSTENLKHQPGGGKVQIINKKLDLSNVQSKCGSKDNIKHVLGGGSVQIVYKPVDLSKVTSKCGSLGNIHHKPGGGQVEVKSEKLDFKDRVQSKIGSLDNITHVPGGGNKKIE
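Human K18 P301L fragment (15 uM unlabeled plus 0.24 uM Alexa 594-labeled) in 100 mM sodium acetate pH 7 with compound, aggregation induced by 20 uM heparin for 6 hr at 37 C. ThT (30 uM) added for 1 hr, then Alexa 594 FP read.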
aGal spleen mod = inhibitors or activators of human alpha-galactosidase in spleen homogenate. Potency, µM (titrated, usually from 80 µM), for the others: top-dose activity change, negative = inhibition, usual class: inhibitors. AID 2107. human spleen homogenate, 4MU-alpha-Gal fluorescence, 40 min. hit rate 0.008% among 240,000. P06280;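 also: 0% = enzyme with vehicle and -100% = no enzyme basal signal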
Target sequence (P06280 32-429 limits assumed): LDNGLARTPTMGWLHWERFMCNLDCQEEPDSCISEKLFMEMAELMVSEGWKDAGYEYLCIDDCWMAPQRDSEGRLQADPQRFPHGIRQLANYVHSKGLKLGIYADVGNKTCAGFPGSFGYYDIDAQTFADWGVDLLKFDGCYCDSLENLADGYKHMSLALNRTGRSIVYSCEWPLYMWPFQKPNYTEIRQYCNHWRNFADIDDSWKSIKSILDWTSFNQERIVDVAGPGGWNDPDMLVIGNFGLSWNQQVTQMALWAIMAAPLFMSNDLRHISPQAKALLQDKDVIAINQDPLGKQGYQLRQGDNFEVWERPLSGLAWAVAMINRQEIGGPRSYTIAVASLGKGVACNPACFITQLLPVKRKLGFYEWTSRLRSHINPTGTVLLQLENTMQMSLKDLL
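Spleen homogenate 1 ug + cpd (titration) + 4-MU-alpha-D-galactopyranoside 1 mM; 37C 40 min; 50 mM citrate/phosphate pH 5.0, 0.01% Tween-20; stop pH 10; fluorescence 365/440; AC50 via Hill.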
GAA inhib = alpha-glucosidase (human) inhibition | hit rate 0.005% among 200,000 | Potency, µM (doses to about 76.9 µM), inactives show top-dose activity change, negative = inhibition, usual class: inhibitors | AID 1466 | purified human GAA, 4-MU-alpha-glucoside fluorescence;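 also: plate controls were uninhibited enzyme wells for no effect and no-enzyme background for full effect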
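Human alpha-glucosidase, 4 nM, pre-mixed with test compounds before 400 uM 4-methylumbelliferyl substrate; 20 min room temperature at pH 5.0. Fluorescence read after pH 10 stop; AC50 values from Hill-equation fits.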
HTT cytoprotect = cytoprotection in Huntington HTT-Q103 PC12 cell model; PC12 HTT-Q103 induced, cytoprotection, ATP luminescence, 40 h; Potency, µM (series often up to 56.4 µM), for the others: cytoprotection (ATP increase), usual class: activators; hit rate 0.14% among 230,000; AID 1471;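 also: % of control where 0% means no effect; nearly all actives have a fitted effect of over 45% in size; toxic huntingtin expression switched on by the ecdysone agonist tebufenozide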
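Quantitative HTS on tebufenozide-induced (100 nM) PC12 cells expressing HTTQ103 exon 1–GFP; compounds tested as a concentration series; survival measured via cellular ATP.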
Tau fibril ThT = blocks human tau fibril formation measured by thioflavin T; P10636; recombinant tau K18 P301L, heparin-induced fibrillization, ThT fluorescence; Potency, µM (titrated, usually from 57.4 µM), inactives show top-dose activity, negative = inhibition, most hits filed as inhibitors; hit rate 2.1% among 270,000; AID 1460; also: % is scaled to controls: 0 for no effect and ±100 for the full control effect; nearly all actives have a fitted effect of over 55% in size
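Recombinant human tau K18 fragment […] carrying P301L, 15 uM unlabeled plus 0.24 uM Alexa 594-labeled, was fibrillized with 20 uM heparin in 100 mM sodium acetate pH 7 for 6 hr at 37 C; 30 uM ThT fluorescence read after 1 hr.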
Tau fluor cs = counter-screen for tau fibril formation inhibitors | hit rate 0.93% among 280,000 | AID 1463 | tau K18 P301L (four-repeat tau fragment) Alexa594 fluorescence, heparin fibrillization | Potency, µM (highest dose often 57.7 µM), for the others: at the top dose activity change, negative = decrease; also: % is scaled to controls: 0 for no effect and ±100 for the full control effect; nearly all actives have a fitted effect of over 55% in size
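Human K18 P301L tau (15 uM unlabeled plus 0.24 uM Alexa 594-labeled, final) in 100 mM sodium acetate pH 7 was mixed with compound and 20 uM heparin and incubated 6 hr at 37 C.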
aGlu spleen mod = lysosomal alpha-glucosidase (human) modulation. hit rate 0.006% among 240,000. AID 2112. human spleen homogenate, 4-MU-alpha-glucoside fluorescence. P10253. Potency, µM (titrated, usually from 79.9 µM), without a hit: top-dose activity change, negative = inhibition, usual class: inhibitors;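 also: 0% = enzyme with vehicle and -100% = no enzyme basal signal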
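Compounds were titrated against alpha-glucosidase in spleen homogenate at pH 5.0, with 1 mM 4-methylumbelliferyl substrate for 40 min at 37 C. Reactions were quenched with pH 10 NaOH/glycine and fluorescence measured.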
The depositor's hits bear a star; ? = inconclusive; . = no result given; [ ] = dose if it differs, or a comment. Calls follow the shape of the dose curve; as a rule, active = well fitted curve in the direction sought with a large enough effect; inconclusive = small, poorly fitted or top-dose-only effect, or another doubt; inactive = no such curve, though single readings can be large; an effect the other way counts as inactive or inconclusive. Potency is read from the fitted curve at half-maximal effect.

cpd | molecule | GAA glycogen | Tau fibril FP | aGal spleen mod | GAA inhib
1 | Cc1ccc2c(CN3CCN(C(=O)c4ccc(Br)cc4)CC3)cc(=O)oc2c1 | 11%[76.3 µM] | 5% | . | .
2 | CCOC(=O)C1CCCN(Cc2nc(N)nc(Nc3ccc(Cl)cc3)n2)C1 (stereo unspecified) | 2% | -3% | 2% | 2%
3 | COc1ccc2oc(=O)cc(C)c2c1 | 1% | 5% | -1% | 7%
4 | CCOC(=O)c1c(C)n(-c2ccccc2)c2ccc(OC(=O)c3cccc(OC)c3OC)cc12 | -10%[76.3 µM] | -6% | . | .
5 | Cc1ccc(S(=O)(=O)N2CCC(C(=O)N3CCC[C@H]3C(=O)NC3CCS(=O)(=O)C3)CC2)cc1 (stereo partly specified) | 4% | ? | 6% | ?
6 | CC(C)(C)C(O)CN1CCCC1 (stereo unspecified) | 3% | 4% | -9% | 3%
7 | CSc1nc(C)c(CCOCc2ccc(F)cc2)c(=O)[nH]1 | -1% | 1% | -2% | -1%
8 | CC(C)CN(CC(C)C)C(=S)NC1CCCCC1 | 3% | 5% | -6% | -7%

cpd | HTT cytoprotect | Tau fibril ThT | Tau fluor cs | aGlu spleen mod
1 | . | 0% | 4% | .
2 | -1% | -10% | -13% | -2%
3 | 3% | -4% | -4% | -2%
4 | . | -14% | -20% | .
5 | -4%[0.074 µM] | 0% | -7% | -12%
6 | -30%[inhibitor] | -6% | -1% | -19%
7 | 11%[10 µM] | 2% | 4% | -2%
8 | 15%[10 µM] | -6% | -8% | -4%

(list continues)
cpd | molecule | GAA glycogen | Tau fibril FP | aGal spleen mod | GAA inhib
9 | CC(C(=O)Nc1nc2ccccc2s1)n1cc([N+](=O)[O-])cn1 (stereo unspecified) | 1% | -9% | -5% | -7%
10 | S=c1[nH]nc(-c2ccc3ccccc3n2)n1-c1ccccc1 | -10% | 3% | -1% | 2%
11 | CCC(c1nnnn1C1CCCC1)N1CCC(C(N)=O)CC1 (stereo unspecified) | 7% | -4% | -5% | -3%
12 | CCOC(=O)CNS(=O)(=O)c1ccc(C)cc1 | 3% | 0% | -3% | -2%
13 | S=c1[nH]nc(-c2cc(-c3ccccc3)n[nH]2)n1/N=C/c1ccccc1 | -1% | 10% | -3% | .
14 | CN(C)C(=O)c1ccc(-c2nc(NCc3cccnc3)c3ccccc3n2)cc1 | . | -4% | -2% | .
15 | Cc1c(/C=C2\SC(=Nc3cccc(C(=O)O)c3)NC2=O)c2ccccc2n1C | 4% | 11% | 1% | .
16 | COc1ccc(C)cc1NC(=O)NNC(=O)C1CCC(C(C)(C)C)CC1 (stereo unspecified) | -5% | 6% | 3% | -7%

cpd | HTT cytoprotect | Tau fibril ThT | Tau fluor cs | aGlu spleen mod
9 | -13% | -6% | -14% | 3%
10 | 24%[10 µM] | -9% | -10% | -10%
11 | -44%[inhibitor] | -1% | -2% | .
12 | . | -5% | -4% | 1%
13 | 11%[10 µM] | ? | ? | 1%
14 | -13% | -2% | 0% | 4%
15 | 1%[10 µM] | . | -21% | -3%
16 | -22% | 4% | 4% | 6%

Next part:
cpd | molecule | GAA glycogen | Tau fibril FP | aGal spleen mod | GAA inhib
17 | Cc1cccc(C)c1NC(=O)c1sc(-n2nc(C)c(Cc3ccccc3)c2C)nc1C | 16%[76.3 µM] | 3% | . | .
18 | Cc1ccc2nc(NC(=O)CSCC(=O)OCC(=O)c3ccc(Br)cc3)sc2c1 | 3% | -17% | -4% | 6%
19 | CCOc1ccc(NC(=O)Cn2cc(C(=O)c3ccc(F)cc3)c(=O)c3cc4c(cc32)OCCO4)cc1 | -1%[76.3 µM] | 2% | . | .
20 | O=C(NCCCN1CCCCCC1)c1ccc2c(c1)sc1nc(-c3ccccc3)cn12 | 11%[76.3 µM] | -12% | . | .
21 | COc1ccc([N+](=O)[O-])cc1NS(=O)(=O)c1cc(C(=O)O)ccc1OC | 1% | -5% | 4% | .
22 | COc1cccc(-c2n[nH]c(=S)n2Cc2ccco2)c1 | -14% | -4% | 3% | .
23 | Cc1ccc(S(=O)(=O)N2CN(Cc3ccco3)c3nc4ccccc4nc32)cc1C | -1% | -11% | 11% | -5%
24 | COc1ccc(OCC(=O)N/N=C(/C)Cc2ccccc2)cc1 | 5% | 9% | -1% | -20%

cpd | HTT cytoprotect | Tau fibril ThT | Tau fluor cs | aGlu spleen mod
17 | . | -6% | -4% | .
18 | -30% | ? | -22% | -3%
19 | . | 12% | 6% | .
20 | . | 3% | 0% | .
21 | 2%[10 µM] | -3% | -3% | -7%
22 | -6%[10 µM] | -13% | -12% | 2%
23 | -13% | -14% | -20% | 5%
24 | -4%[10 µM] | -17% | 0% | -7%

Copied from the list.
Tau fluor cs, entry 17 reads -4%
aGlu spleen mod, entry 23 reads 5%
GAA glycogen, entry 22 reads -14%
GAA glycogen, entry 19 reads -1%[76.3 µM]
Tau fluor cs, entry 21 reads -3%

More records follow:
cpd | molecule | GAA glycogen | Tau fibril FP | aGal spleen mod | GAA inhib
25 | O=C1CC(c2ccccc2)n2nc(NC(=O)c3cccnc3)nc2N1 (stereo unspecified) | 0% | -4% | 3% | -2%
26 | O=C(NCc1ccccn1)c1cc(S(=O)(=O)N2CCN(c3ccccc3)CC2)ccc1Cl | 2% | 3% | -7% | 0%
27 | O=C(CN1CCN(c2ccccc2)CC1)Nc1scc2c1c(=O)oc1ccccc12 | -1% | -11% | 7% | .
28 | COC(=O)c1ccc(CC(=O)c2ccc(O)cc2O)o1 | -12% | -12% | 8% | -21%
29 | O=C(NCc1ccco1)c1nnc(Cc2ccc(F)cc2)o1 | 0% | 5% | 4% | 3%
30 | O=C(CCNC(=O)Cn1ccc2ccccc2c1=O)NCCCN1CCOCC1 | 3% | 1% | 1% | ?
31 | CCCCc1ccc(Nc2nc(CCC)cc(=O)[nH]2)cc1 | -14% | ? | -21% | -8%
32 | COc1c(-c2ccccc2)oc2c(ccc3occc32)c1=O | . | ? | 1% | .

cpd | HTT cytoprotect | Tau fibril ThT | Tau fluor cs | aGlu spleen mod
25 | 2% | 7% | 0% | 1%
26 | -2%[10 µM] | -7% | -13% | -7%
27 | 15%[10 µM] | ? | -26% | 2%
28 | 0% | ? | ? | 6%
29 | -8% | -3% | 3% | 0%
30 | -17% | 0% | 8% | -7%
31 | 20%[1.9 µM] | 0% | ? | -18%
32 | -11%[1.9 µM] | -11% | -19% | 6%

Exported with two lines to a compound: part of the list above
The line under a structure holds: GAA glycogen, Tau fibril FP, aGal spleen mod, GAA inhib, HTT cytoprotect, Tau fibril ThT, Tau fluor cs, aGlu spleen mod
[25] O=C1CC(c2ccccc2)n2nc(NC(=O)c3cccnc3)nc2N1 (stereo unspecified)
 : 0%, -4%, 3%, -2%, 2%, 7%, 0%, 1%
[26] O=C(NCc1ccccn1)c1cc(S(=O)(=O)N2CCN(c3ccccc3)CC2)ccc1Cl
 : 2%, 3%, -7%, 0%, -2%[10 µM], -7%, -13%, -7%
[27] O=C(CN1CCN(c2ccccc2)CC1)Nc1scc2c1c(=O)oc1ccccc12
 : -1%, -11%, 7%, ., 15%[10 µM], ?, -26%, 2%
[28] COC(=O)c1ccc(CC(=O)c2ccc(O)cc2O)o1
 : -12%, -12%, 8%, -21%, 0%, ?, ?, 6%
[29] O=C(NCc1ccco1)c1nnc(Cc2ccc(F)cc2)o1
 : 0%, 5%, 4%, 3%, -8%, -3%, 3%, 0%
[30] O=C(CCNC(=O)Cn1ccc2ccccc2c1=O)NCCCN1CCOCC1
 : 3%, 1%, 1%, ?, -17%, 0%, 8%, -7%

The list continues:
cpd | molecule | GAA glycogen | Tau fibril FP | aGal spleen mod | GAA inhib
33 | N=c1c2c3c(sc2ncn1CCN1CCOCC1)CCCC3 | 2% | 0% | 7% | -4%
34 | CC(=O)Nc1ccc(/C=C(\C#N)C(=O)NCc2ccccc2)cc1 | 1% | 4% | -9% | 8%
35 | O=C(Nc1ccc(Nc2ccncc2)cc1)c1ccc(Nc2ccnc3ccc([N+](=O)[O-])cc23)cc1 | 2% | 0% | 9% | .
36 | C/C(=N\NC(=O)Cc1ccc(F)cc1)c1ccc(O)cc1 | 3% | 7% | 3% | 3%
37 | CN(C)C(=O)c1cn(-c2ccccc2)nc1-c1cc2ccccc2oc1=O | 4% | -1% | 6% | 4%
38 | CCSc1nnc(NC(=O)[C@@H](NC(=O)c2ccccc2)C(C)C)s1 | -2% | 5% | -2% | 1%
39 | O=C(Oc1c(CN2CCOCC2)cc(Cl)c2cccnc12)c1ccccc1Br | -6% | 1% | 3% | 0%[15.4 µM]
40 | Cc1nc2ccc(NC(=O)c3cccc(S(=O)(=O)N(C)c4ccccc4)c3)cc2s1 | 0% | -12% | 8% | -7%

cpd | HTT cytoprotect | Tau fibril ThT | Tau fluor cs | aGlu spleen mod
33 | -2% | -14% | -9% | 2%
34 | . | -5% | -5% | -1%
35 | 3%[10 µM] | ? | -13% | 6%
36 | -37% | -4% | -4% | 2%
37 | -34%[inhibitor] | -9% | -3% | 3%
38 | 3%[10 µM] | -11% | -9% | -10%
39 | -93%[inhibitor][10 µM] | ? | -24% | -17%
40 | 8%[10 µM] | 0% | ? | -5%

Continued:
cpd | molecule | GAA glycogen | Tau fibril FP | aGal spleen mod | GAA inhib
41 | CN1CC=C2C(C#N)=C(N)C(C#N)(C#N)C(CCc3ccccc3)C2C1 (stereo unspecified) | ? | -6% | 9% | -2%
42 | Fc1c(F)c(C(F)(F)F)c(F)c(F)c1N/N=C\c1cccs1 | ? | 5% | 4% | -8%
43 | O=C(N/N=C/c1ccco1)c1ccn[nH]1 | -4% | 3% | 3% | 0%
44 | Cc1ccc(S(=O)(=O)NCCNc2ccc([N+](=O)[O-])cc2C(F)(F)F)cc1 | -14% | 3% | -9% | -21%
45 | O=c1c2ccccc2c(C=Nc2ccc(O)cc2)c(O)n1Cc1ccccc1 | -4% | 1% | 6% | .

cpd | HTT cytoprotect | Tau fibril ThT | Tau fluor cs | aGlu spleen mod
41 | -3%[10 µM] | ? | -15% | -2%
42 | -2% | -20% | 7.9µM*[quencher] | 9%
43 | . | -2% | -1% | 6%
44 | -55%[inhibitor] | -3% | ? | -18%
45 | -6%[10 µM] | 0% | 2% | -8%

From PubChem BioAssay
